Compound activity from PubChem BioAssay.
Luminol counter: counter-screen for Nox1 inhibitors: inhibitors of luminol chemiluminescence | inhibition, % at 6.7 µM | AID 1823, 2009 | HRP/luminol/H2O2 chemiluminescence counterscreen | actives 0.4% (n = 16,000); also: reference of the scale not given here
PME-1 Maybridge: inhibitors of human PME-1 in Maybridge library; Protein phosphatase methylesterase 1 (Homo sapiens), Q9Y570; recombinant PME-1, FP-Rh probe fluorescence polarization; inhibition, % at 9 µM; actives 0.5% (n = 16,000); in the data active = inhibition above about 30%
TLR4-MyD88 inh: inhibitors of human TLR4-MyD88 binding; Cell-based TLR4-MyD88 binding inhibition assay; inhibition, % at 10 µM; AID 811, 2007; actives 0.06% (n = 16,000); Toll-like receptor 4 (Homo sapiens), O00206; in the data active = inhibition above about 45%
S1P1 agonist: activates the human S1P1 receptor | activation, % at 4.5 µM | actives 1.5% (n = 16,000) | Sphingosine 1-phosphate receptor 1 (Homo sapiens), P21453 | S1P1 agonist cell-based reporter assay; in the data active = activation above about 80%
NOTCH agonist: agonists of NOTCH signaling | NOTCH signaling luciferase reporter cells, luminescence | activation, % at 2.5 µM | actives 0.4% (n = 15,000); in the data active = activation above about 2.2%
rat GALR2 agon: agonists of rat galanin receptor 2 (GALR2). activation, % at 10 µM. actives 0.5% (n = 16,000). cell-based GALR2 agonist screen. Galanin receptor type 2 (Rattus norvegicus), O08726. AID 833, 2007; in the data active = activation above about 15%
Target sequence (O08726 whole entry, looked up): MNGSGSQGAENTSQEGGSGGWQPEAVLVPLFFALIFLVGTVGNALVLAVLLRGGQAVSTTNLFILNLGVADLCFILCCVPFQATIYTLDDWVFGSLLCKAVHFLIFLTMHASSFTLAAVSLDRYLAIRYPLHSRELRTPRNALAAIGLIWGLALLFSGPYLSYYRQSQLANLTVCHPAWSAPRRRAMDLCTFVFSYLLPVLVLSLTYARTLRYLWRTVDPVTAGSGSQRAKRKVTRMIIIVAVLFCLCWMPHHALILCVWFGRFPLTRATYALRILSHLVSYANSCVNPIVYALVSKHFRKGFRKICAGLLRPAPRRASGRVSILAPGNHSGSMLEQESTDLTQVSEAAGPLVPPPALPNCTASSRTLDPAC
OPRK1 antag MB: antagonists of human kappa opioid receptor OPRK1, Maybridge library; Kappa-type opioid receptor (Homo sapiens), P41145; OPRK1 cells, antagonist mode, fluorescence readout; inhibition, % at 9 µM; actives 0.4% (n = 16,000); AID 652031, 2013; in the data active = inhibition above about 50%
Nox1 inh: inhibitors of human NADPH oxidase 1 (Nox1); actives 0.81% (n = 16,000); inhibition, % at 6.7 µM; HT29 cells, luminol chemiluminescence ROS; Q9Y5S8
Target sequence (Q9Y5S8 whole entry, looked up): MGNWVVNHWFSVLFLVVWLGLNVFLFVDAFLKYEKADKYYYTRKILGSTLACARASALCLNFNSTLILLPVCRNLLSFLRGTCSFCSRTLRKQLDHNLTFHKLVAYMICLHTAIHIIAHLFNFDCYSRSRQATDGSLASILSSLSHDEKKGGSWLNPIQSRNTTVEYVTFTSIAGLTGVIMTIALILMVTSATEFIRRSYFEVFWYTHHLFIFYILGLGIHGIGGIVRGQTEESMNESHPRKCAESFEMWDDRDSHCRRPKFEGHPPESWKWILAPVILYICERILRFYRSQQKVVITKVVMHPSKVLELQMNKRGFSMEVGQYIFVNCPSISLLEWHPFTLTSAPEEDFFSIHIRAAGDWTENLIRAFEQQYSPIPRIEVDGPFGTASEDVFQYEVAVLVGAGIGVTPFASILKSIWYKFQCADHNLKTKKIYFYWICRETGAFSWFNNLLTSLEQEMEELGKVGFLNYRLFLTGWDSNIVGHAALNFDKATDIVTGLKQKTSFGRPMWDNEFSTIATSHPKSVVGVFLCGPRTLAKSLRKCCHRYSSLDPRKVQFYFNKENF
Numbers without * were called inactive; . = no result given. Rule as the data show it, unless noted: active = inhibition above about 75%; inactive = the rest.

SMILES	Luminol counter	PME-1 Maybridge	TLR4-MyD88 inh	S1P1 agonist	NOTCH agonist	rat GALR2 agon	OPRK1 antag MB	Nox1 inh
CN(NC(=O)NC(=O)c1ccc(F)c(Cl)c1)c1ccc(C(F)(F)F)cc1[N+](=O)[O-]	2	2	-7	-35	-0.6	-10	-8	-16
O=C1C(=C2C(c3cccs3)C(c3ccccc3)=NN2c2ccccc2)C(=O)c2ccccc21 (stereo not drawn)	3	1	-2	-15	-0.5	-10	32	-40
Cc1ccc(S(=O)(=O)NN=C2C3CC4CC(C3)CC2C4)cc1	18	-3	-2	-20	-0.6	-4	0	-60
O=c1nc(-c2cccs2)n(-c2ccccc2)[nH]1	2	-3	10	2	-0.7	-5	-10	-65
O=C(Nc1ccno1)Nc1ccc(Cl)cc1Cl	0	-1	5	-10	-0.4	0	0	-41
Cc1c(C#N)c(O)[nH]c(=O)c1N=Nc1ccc([N+](=O)[O-])cc1	17	18	-4	1	-0.1	-6	16	-47
CC1=NCCNC(C)=C1N1CCOCC1	-1	2	2	-12	-0.3	-6	10	-21
N#C/C(=C\Nc1ccc(Cl)cn1)C(=O)c1cccc(CSc2ccccc2)c1	1	-9	-4	-1	-0.8	-6	9	-59
CS/C(NC1CCCCC1)=C(/C#N)S(=O)(=O)c1ccc(Cl)cc1	-6	4	-11	-4	0.2	-8	22	-18
O=C(NC(=O)c1ccccc1N1CCCCC1)Nc1ccc(Cl)c(Cl)c1	-3	-36	-12	-5	-0.2	-5	10	2
O=S(=O)(Oc1cccc2[nH]ccc12)c1ccc(F)cc1F	-1	1	3	8	-0.1	-7	-4	-13
N/C(COc1ccc(Cl)cc1)=N/OC(=O)c1ccsc1	2	-1	1	2	0.2	-8	19	-63
CSC1=NNC(c2nn(C)cc2Cl)S1 (stereo not drawn)	-1	2	12	7	-0.8	-2	11	-56
FC(F)(F)c1cc(-c2cccs2)nc2cc(-c3cccs3)nn12	-4	3	-2	-3	0.2	30*	27	-13
CCOC(=O)Cc1cnc(NN=C2C3CC4CC(C3)CC2C4)s1	8	2	4	-2	-0.8	1	3	55
O=C(CSc1nc2cccnc2s1)c1cccc([N+](=O)[O-])c1	7	5	-2	70	0.1	-6	18	-33
O=C(COc1ccc(S(=O)(=O)Nc2ccccc2)cc1Cl)c1ccccc1	0	2	-4	-7	-0.6	-8	-5	-23
COC(=O)c1c(C)nn(C(=O)c2ccc(C)cc2)c1-c1cc(C)on1	-2	-1	-5	-12	-0.1	-4	19	-3
Cc1ccc(NC(=O)c2c(F)cccc2Cl)cc1NS(C)(=O)=O	1	-2	3	6	-0.9	-7	21	-55
COC(=O)c1ccccc1NC(=S)Sc1ccc(Cl)cc1	-6	8	0	10	-0.4	-8	20	4
Cc1nn(C)c(C)c1CNC(=O)Nc1csc2ccccc12	-1	4	-7	6	-0.6	-7	10	-13
N#CC1=C(N)C(C#N)(C#N)C2(CCCCC2)C2CCCC=C12 (stereo not drawn)	-3	12	-4	2	-0.2	-6	-17	24
O=C(O)c1ccccc1SC/C(=N\O)c1ccc([N+](=O)[O-])cc1	1	0	-3	4	-0.3	1	-3	-15
Cc1nc2cccc(F)c2c(=O)[nH]1	1	-5	-2	0	0.1	-7	7	-10
COc1ccc(N2C(=O)CC(SCc3ccc(Cl)cc3)C2=O)cc1 (stereo not drawn)	-4	1	2	8	-0.5	-5	-4	14

The list goes on:
SMILES	Luminol counter	PME-1 Maybridge	TLR4-MyD88 inh	S1P1 agonist	NOTCH agonist	rat GALR2 agon	OPRK1 antag MB	Nox1 inh
COC(=O)c1cc(OC)c(OC)cc1NC(C)=O	-3	3	6	-21	-0.1	0	-5	-26
CC(C)(C)c1ccc(=O)[nH]n1	-2	1	-8	-1	-0.6	-7	15	-62
CCCCCCCCCCCCCCNC(=O)CSc1nncn1C	-8	3	-2	40	-1.1	-7	-1	4
Cc1cc(NC(=O)NN2CCOCC2)no1	-3	4	-5	-17	0.1	-3	17	13
c1ccc(-c2cccs2)nc1	1	-3	-2	-22	0.2	-4	2	-21
O=S(=O)(c1c(Cl)sc(Cl)c1Br)N1CCOCC1	0	2	-3	7	-0.2	-4	-13	-107
O=C(Nc1ccccc1C(F)(F)F)c1ccsc1	2	-4	-1	-16	-0.4	-7	3	-42
O=C(CC(Sc1ccc(C(F)(F)F)cn1)C(=O)O)c1ccc(Br)cc1 (stereo not drawn)	-1	-3	8	27	-0.6	-8	-5	-2
O=C1CCOc2c(F)cc(F)cc21	-8	5	3	7	-0.7	-5	14	-10
CCOC(=O)c1nnc(/C=C(\O)c2cccs2)c(=O)[nH]1	1	2	12	2	0.0	-8	-10	-31
CC(C)(C)OC(=O)N1CCN(C(=O)c2ccccc2C(=O)O)CC1	1	-1	9	-2	-0.6	-4	-22	-38
O=C(OCCSc1sccc1[N+](=O)[O-])c1ccc(Cl)cc1	-5	2	3	5	-0.2	-6	9	13
CC1(O)CCCCCCCCCCC1	-5	3	2	6	.	-4	2	15
O=C(NC1CCCCC1)C1c2ccccc2C(=O)N1Cc1ccco1 (stereo not drawn)	1	-2	-1	-7	-5.0	-5	0	-27
CCOC(=O)NC(NCc1ccccn1)(C(F)(F)F)C(F)(F)F	-4	2	-8	-17	.	-7	8	-20
N#Cc1c(=N)nc2oc3ccc(Cl)cc3c3c(C#N)c(N)[nH]c1c23	-5	-20	.	-15	0.7	-5	-12	12
CC(=O)c1ccc(/C=C/C(=O)Nc2ccccc2)o1	2	-12	0	-6	-0.3	-3	15	-56
O=C1CSC2(C(=O)Nc3ccccc32)N1c1ccc(F)cc1 (stereo not drawn)	-1	0	-7	2	0.0	-6	-13	4
CO/N=C(/N)c1[nH]ncc1Br	-3	1	1	-2	-0.5	-7	18	-17
CCOC(=O)NC(=S)N/N=C/c1ccccn1	0	-6	0	19	-0.2	-5	-4	-31
Cc1cc(OC(=O)c2sc3ccccc3c2Cl)c2cc(F)ccc2n1	-6	5	-10	2	-0.3	-6	-3	17
Cc1cc(NC(=O)c2cc(C)oc2C)on1	0	4	-6	-6	-0.1	-7	-4	4
O=C(NCc1cccs1)Nc1csc2ccccc12	6	-5	0	26	0.2	-3	-27	-44
CC1C(c2ccccc2)OCCN1C(=O)CCC(=O)N1CCOC(c2ccccc2)C1C (stereo not drawn)	3	-3	1	-10	-0.8	-8	7	9
CSc1cc(=O)c2ccccc2s1	-8	4	-8	-2	0.1	-6	-7	24

16 of the compounds above, with two lines to a compound.
Every second line gives: Luminol counter, PME-1 Maybridge, TLR4-MyD88 inh, S1P1 agonist, NOTCH agonist, rat GALR2 agon, OPRK1 antag MB, Nox1 inh
CCOC(=O)c1nnc(/C=C(\O)c2cccs2)c(=O)[nH]1
→ 1, 2, 12, 2, 0.0, -8, -10, -31
CC(C)(C)OC(=O)N1CCN(C(=O)c2ccccc2C(=O)O)CC1
→ 1, -1, 9, -2, -0.6, -4, -22, -38
O=C(OCCSc1sccc1[N+](=O)[O-])c1ccc(Cl)cc1
→ -5, 2, 3, 5, -0.2, -6, 9, 13
CC1(O)CCCCCCCCCCC1
→ -5, 3, 2, 6, ., -4, 2, 15
O=C(NC1CCCCC1)C1c2ccccc2C(=O)N1Cc1ccco1 (stereo not drawn)
→ 1, -2, -1, -7, -5.0, -5, 0, -27
CCOC(=O)NC(NCc1ccccn1)(C(F)(F)F)C(F)(F)F
→ -4, 2, -8, -17, ., -7, 8, -20
N#Cc1c(=N)nc2oc3ccc(Cl)cc3c3c(C#N)c(N)[nH]c1c23
→ -5, -20, ., -15, 0.7, -5, -12, 12
CC(=O)c1ccc(/C=C/C(=O)Nc2ccccc2)o1
→ 2, -12, 0, -6, -0.3, -3, 15, -56
O=C1CSC2(C(=O)Nc3ccccc32)N1c1ccc(F)cc1 (stereo not drawn)
→ -1, 0, -7, 2, 0.0, -6, -13, 4
CO/N=C(/N)c1[nH]ncc1Br
→ -3, 1, 1, -2, -0.5, -7, 18, -17
CCOC(=O)NC(=S)N/N=C/c1ccccn1
→ 0, -6, 0, 19, -0.2, -5, -4, -31
Cc1cc(OC(=O)c2sc3ccccc3c2Cl)c2cc(F)ccc2n1
→ -6, 5, -10, 2, -0.3, -6, -3, 17
Cc1cc(NC(=O)c2cc(C)oc2C)on1
→ 0, 4, -6, -6, -0.1, -7, -4, 4
O=C(NCc1cccs1)Nc1csc2ccccc12
→ 6, -5, 0, 26, 0.2, -3, -27, -44
CC1C(c2ccccc2)OCCN1C(=O)CCC(=O)N1CCOC(c2ccccc2)C1C (stereo not drawn)
→ 3, -3, 1, -10, -0.8, -8, 7, 9
CSc1cc(=O)c2ccccc2s1
→ -8, 4, -8, -2, 0.1, -6, -7, 24

Carrying on:
SMILES	Luminol counter	PME-1 Maybridge	TLR4-MyD88 inh	S1P1 agonist	NOTCH agonist	rat GALR2 agon	OPRK1 antag MB	Nox1 inh
CC(=O)c1cc([N+](=O)[O-])ccc1Sc1ccc(Cl)cc1	3	5	2	48	0.3	-7	-2	-56
Cc1nn(CNC(=O)Nc2ccc(F)cc2F)c(C)c1Br	0	0	0	-5	-0.5	-5	-16	-36
CSc1nc(C)nc(N/C=C(\C#N)S(C)(=O)=O)n1	3	-3	-2	-12	0.0	-8	5	31
CC(=O)Oc1cccc(/C=C2N=C(/C=C/c3ccccc3)OC/2=O)c1	-3	-9	-10	3	.	-8	4	32
Clc1ccccc1-c1csc(NCC2CCCO2)n1 (stereo not drawn)	8	7	-3	0	-0.5	-7	-17	-9
COC(=O)c1c(C)nn(C)c1-c1snnc1C	2	0	0	-19	-0.2	-6	14	-38
NC(N)=N/N=C1\CCc2ccccc21	4	2	8	-20	-0.6	-1	18	2
C/C(=N\NC(=S)NCC(C)(C)C)c1cc(F)cc(Cl)c1O	12	-1	4	5	0.4	-12	-8	-26
CC(ONC(=O)c1cc(C(F)(F)F)cc(C(F)(F)F)c1)C(=O)Nc1ccc(Cl)cc1 (stereo not drawn)	2	0	-3	110*	0.1	-8	12	-25
CNc1ccccc1C(=O)NC(C)(C)C	2	-4	-1	-2	0.3	-6	-10	-25
CC(C)(C)OC(=O)NC1CCN(C(=O)CSCC(=O)O)CC1	-3	2	14	-11	0.1	-6	4	-48
CC1(C)CC(=O)C(N=Nc2c(F)cccc2F)=C(O)C1	-2	4	3	8	0.2	-3	-7	53
CCN(CC)c1ccc(NC(=O)C2CCCCC2)c(N(CC)CC)n1	5	2	6	-5	-0.1	-11	-8	75*
COc1ccccc1CC(=O)N1CCN(c2cccc3[nH]ccc23)CC1	11	0	.	-1	-0.3	-6	-1	28
CCCS(=O)(=O)c1cc2cc(Cl)ccc2oc1=O	7	2	14	9	0.7	-6	-2	-19
O=C(NCCNc1ccc(C(F)(F)F)cc1[N+](=O)[O-])c1cccs1	-1	6	1	0	-0.8	-8	-5	41
COc1ccc(-n2ccc(-c3ccccc3)nc2=S)cc1	8	2	-4	-6	0.1	-4	15	8
CN(C)c1ccc(-c2ccncc2)cc1	-14	-3	15	0	-0.4	-3	12	-6
N#Cc1ccc(C#CCO)cc1	0	0	4	5	-0.3	-9	-10	-39
O=C(CSc1nccc(-c2cccs2)n1)c1cc(-c2ccccc2)no1	9	-15	-2	29	-0.8	-6	-17	-47
S=C(NNC(=S)NC1CC2CCC1C2)NC1CC2CCC1C2 (stereo not drawn)	2	8	-10	-4	-0.3	-8	1	30
